# Screening data (PubChem)
# LYPLA2 inh: LYPLA2 (human) inhibition in PME1 counter-screen. O95372. recombinant LYPLA2, FP-Rh probe fluorescence polarization. inhibition, % at 5.9 µM. 320,000 compounds, 0.38% hits. AID 2177;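 active = inhibition above the screen-wide mean plus 3 SD, limit set per campaign, cut at about 26% in these data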;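 note: 0% = LYPLA2 with DMSO and 100% = wells lacking LYPLA2 enzyme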
# GSTO1 counter: counter-screen for RBBP9 inhibitors: inhibitors of human GSTO1. recombinant GSTO1, activity-based probe fluorescence polarization. 300,000 compounds, 1.1% hits. P78417. inhibition, % at 5.96 µM;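 active = inhibition above the campaign mean inhibition plus 3 SD, cut at about 35% in these data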;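 note: 0% = GSTO1-1 with DMSO and 100% = wells lacking GSTO1-1 enzyme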
# Target sequence (P78417 whole entry, looked up): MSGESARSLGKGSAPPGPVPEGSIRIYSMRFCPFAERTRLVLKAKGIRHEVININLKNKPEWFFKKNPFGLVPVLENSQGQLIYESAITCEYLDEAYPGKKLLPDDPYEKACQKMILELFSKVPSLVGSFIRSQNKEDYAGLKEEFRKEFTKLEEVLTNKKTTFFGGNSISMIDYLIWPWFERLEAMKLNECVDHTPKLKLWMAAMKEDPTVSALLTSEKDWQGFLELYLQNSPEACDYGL
# LYPLA1 inh: LYPLA1 (human) inhibition in PME1 counter-screen. O75608. recombinant LYPLA1, FP-Rh probe fluorescence polarization. inhibition, % at 5.9 µM. 320,000 compounds, 0.16% hits. AID 2174;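 active = inhibition above the mean of all tested compounds plus 3 SD, set per campaign, cut at about 14% in these data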;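 note: inhibitors block serine hydrolase probe labeling of LYPLA1 so polarization falls; 0% = enzyme with DMSO and 100% = wells lacking LYPLA1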
# PREPL inhibitor: inhibits the human prolyl oligopeptidase-like enzyme. Q4J6C6. recombinant PREPL, fluorescence polarization activity-based probe. inhibition, % at 5.96 µM. 320,000 compounds, 0.68% hits; in the data active = inhibition above about 43%;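 note: 0% = enzyme with DMSO and 100% = wells lacking enzyme; many of its hits are not listed in these tables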
# PAFAH1B2 FP inh: inhibitors of human PAFAH1B2 | P68402 | recombinant PAFAH1B2, FP-rhodamine activity probe, fluorescence polarization | inhibition, % at 3.39 µM | 340,000 compounds, 1.2% hits;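 active = inhibition above the mean of all tested compounds plus 3 SD, cut at about 24% in these data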;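 note: 0% = enzyme with DMSO and 100% = wells lacking PAFAH1B2; many of its hits are not listed in these tables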
# PAD4 inh: PAD4 (human) enzyme inhibition; AID 485272; Q9UM07; recombinant PAD4, RCA probe fluorescence polarization; 330,000 compounds, 0.41% hits; inhibition, % at 6.36 µM;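 active = percent inhibition above a cutoff equal to the mean of all tested compounds plus 3 SD, cut at about 15% in these data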;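 note: 0% = PAD4 with RCA probe and DMSO and 100% = probe without PAD4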
# PAFAH1B3 FP inh: PAFAH1B3 (human) inhibition | Q15102 | recombinant PAFAH1B3, FP-rhodamine probe, fluorescence polarization | inhibition, % at 3.39 µM | 340,000 compounds, 0.28% hits;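 active = inhibition above the screen-wide average of all tested compounds plus 3 SD, cut at about 25% in these data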;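 note: 0% = enzyme with DMSO only and 100% = wells lacking PAFAH1B3 protein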
# Target sequence (Q15102 whole entry, looked up): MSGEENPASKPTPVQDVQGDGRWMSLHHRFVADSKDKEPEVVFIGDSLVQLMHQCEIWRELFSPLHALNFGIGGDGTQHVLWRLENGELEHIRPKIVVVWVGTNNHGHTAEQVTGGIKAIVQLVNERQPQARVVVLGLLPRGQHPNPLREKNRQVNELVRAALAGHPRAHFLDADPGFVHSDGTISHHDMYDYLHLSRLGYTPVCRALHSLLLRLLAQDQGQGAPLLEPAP
# PME-1 inh: PME-1 (human) inhibition; 320,000 compounds, 0.53% hits; recombinant PME-1, FP-Rh probe fluorescence polarization; Q9Y570; inhibition, % at 5.9 µM;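 active = inhibition above the campaign mean of all compounds plus 3 SD, cut at about 26% in these data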;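 note: competitive labeling of PME-1 active site by serine hydrolase directed probe; 0% = PME-1 with DMSO and 100% = wells lacking PME-1 enzyme; inhibitors block probe labeling so polarization falls and inhibition rises; many of its hits are not listed in these tables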
# pPAFAH FP inh: inhibitors of human plasma PAF acetylhydrolase (pPAFAH); inhibition, % at 3.39 µM; recombinant pPAFAH, FP-rhodamine probe fluorescence polarization; Q13093; AID 463082; 330,000 compounds, 1.5% hits;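 active = inhibition above the mean inhibition across the screen plus 3 SD, cut at about 25% in these data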;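 note: inhibitors block binding of the rhodamine activity-based probe so polarization drops; 0% = enzyme with DMSO and 100% = wells lacking pPAFAH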
# Target sequence (Q13093 whole entry, looked up): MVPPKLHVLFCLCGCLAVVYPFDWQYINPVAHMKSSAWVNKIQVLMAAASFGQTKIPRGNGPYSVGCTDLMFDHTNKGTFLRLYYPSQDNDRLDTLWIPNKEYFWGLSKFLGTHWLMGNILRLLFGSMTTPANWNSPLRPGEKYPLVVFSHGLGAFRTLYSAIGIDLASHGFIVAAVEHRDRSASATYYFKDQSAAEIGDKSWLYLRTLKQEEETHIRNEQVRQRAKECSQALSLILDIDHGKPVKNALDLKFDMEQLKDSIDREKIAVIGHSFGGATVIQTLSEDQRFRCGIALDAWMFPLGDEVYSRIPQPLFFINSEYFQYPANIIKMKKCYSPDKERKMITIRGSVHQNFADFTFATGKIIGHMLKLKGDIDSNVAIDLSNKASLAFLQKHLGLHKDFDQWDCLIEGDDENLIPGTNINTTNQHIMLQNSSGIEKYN
# Numbers without * were called inactive; nt = no result given. An excerpt, so the mix of outcomes need not match the whole.
# Each structure is followed by: LYPLA2 inh	GSTO1 counter	LYPLA1 inh	PREPL inhibitor	PAFAH1B2 FP inh	PAD4 inh	PAFAH1B3 FP inh	PME-1 inh	pPAFAH FP inh
1: Cn1cc([C@@H]2C[C@H]3CN(Cc4cccc(Cl)c4)C(=O)[C@]34CCCN24)c2ccccc21
    -26	-10	-7	-27	-17	-59	-36	-22	-12
2: C/C(CC(=O)Nc1ccc2ccccc2c1)=N\NC(=O)c1ccc(O)c(O)c1
    -7	30	-5	21	5	4	12	-4	54*
3: O=C1CCCC(=O)C1C(=O)C1CCN(S(=O)(=O)c2ccccc2)CC1
    0	-3	1	1	12	-1	9	6	-1
4: CN=C(Nc1ccc(Cl)cc1)c1ccc(C(F)(F)F)cc1
    3	0	2	-2	2	-4	5	4	2
5: CC(=O)OCC(=O)Nc1c(C)cc(C)cc1C
    -15	6	-8	5	-2	-8	-1	-12	-6
6: CCOCCCNCc1cc(Br)ccc1OCc1ccccc1
    1	-2	-1	-34	0	-8	7	3	-1
7: CCOc1ncccc1C(=O)N=c1sccn1C
    4	10	4	-8	-4	8	-4	1	-6
8: Cc1cccn2cc(CSc3ccccc3N)nc12
    4	1	-2	1	-2	-6	3	4	5
9: COc1ccc(CCNC(=O)Cc2cccc(C(F)(F)F)c2)cc1OC
    -3	9	-10	13	6	2	3	-1	-8
10: CCOC(=O)C1CCCN(C2CC(=O)N(c3ccc(C(C)C)cc3)C2=O)C1 (configuration not stated)
    5	2	-5	11	2	6	-5	1	3
11: Cc1ccccc1Cn1c(=O)n(C)c(=O)c2sccc21
    3	6	4	3	0	-2	-1	1	2
12: O=[N+]([O-])c1cccc(S(=O)(=O)NCCc2cccs2)c1
    3	4	2	4	10	0	6	0	6
13: O=C(COC(=O)c1ccc([N+](=O)[O-])o1)NCCc1ccccc1
    nt	nt	nt	21	8	-13	5	nt	8
14: CN(Cc1c(C(=O)N/N=C/c2ccccc2)nnn1-c1nonc1N)c1ccccc1
    -1	3	-7	3	8	-3	7	2	0
15: Cc1nc2scc(C)n2c(=O)c1S(=O)(=O)Nc1ccc(F)cc1
    -2	4	-1	-20	5	1	6	6	1
16: Cc1csc(SCC(=O)NCc2cccs2)n1
    12	1	2	6	-2	-4	8	5	5
17: CCNc1nc(NC(C)C)nc(OCCNS(=O)(=O)c2cc(C)ccc2C)n1
    1	18	1	1	9	-4	-3	0	4
18: COc1ccc([N+](=O)[O-])cc1N(CC(=O)NC1CCCC1)S(C)(=O)=O
    -4	9	-1	2	1	0	1	2	2
19: O=C(NCCO)c1c(O)c2cccc3c2n(c1=O)CC3
    8	0	4	-7	4	3	-3	-7	-1
20: O=C1CN(CC(=O)NC(=O)NCc2ccccc2)CCN1
    5	1	8	1	-2	5	9	2	1
21: CCN(Cc1ccncc1)C(=O)c1cc(COc2ccc(F)cc2Cl)on1
    23	5	0	11	-1	0	8	5	5
22: COc1ccccc1N(CC(O)Cn1ccnc1C)S(=O)(=O)c1ccc(C)cc1 (configuration not stated)
    -4	0	2	8	4	0	7	3	0
23: COc1ccc(C(=O)c2cc([N+](=O)[O-])ccc2N2CCCC2)cc1
    1	2	0	0	-2	-1	7	6	-1
24: Cc1cc(NS(=O)(=O)c2ccc(NC(=O)c3cc4ccccc4o3)cc2)nc(C)n1
    -4	5	0	-4	-1	-1	-2	-11	2
25: CN1CCN(Cc2nc(Cc3ccccc3)no2)CC1c1ccccc1 (configuration not stated)
    2	-1	-1	5	-1	-2	0	-3	0
26: O=C(COC(=O)/C=C/c1ccc(F)cc1)NC1CCCCCC1
    nt	nt	nt	35	0	-4	3	nt	12
27: CC(C)(C)NC(=O)c1cc(NC(=O)c2cccs2)cc(NC(=O)c2cccs2)c1
    -48	-20	-24	-10	-7	-4	-18	-30	-7
28: Cc1cccc(C)c1NC(=S)N1CCCN(Cc2ccc(F)cc2)C1
    -3	12	0	13	-1	0	-4	-10	-4
29: CSc1nc(SCC(=O)NCC2CCCO2)c2c3c(sc2n1)CN(C)CC3 (configuration not stated)
    4	-3	5	19	nt	4	nt	-2	5
30: COc1ccc(NC(=O)Cn2nc(C(=O)O)c3ccccc3c2=O)cc1OC
    -5	8	-4	9	0	-6	12	3	7
31: O=C(O)CCc1ccc(-c2ccc(Cl)cc2)n1Cc1ccco1
    8	-1	1	8	13	0	1	2	35*
32: COC(=O)/C=C1\N/C(=N\c2nc(C)cc(C)n2)N(c2ccc(C)cc2)C1=O
    2	3	-1	-4	3	2	2	-3	-3
33: CC(C)CC1Nc2ncnc(N3CCOCC3)c2N(Cc2ccc(Cl)cc2)C1=O (configuration not stated)
    nt	nt	nt	19	1	2	1	nt	0
34: Cc1ccc(S(=O)(=O)CC(=O)Nc2nc3ccc(S(N)(=O)=O)cc3s2)cc1
    -3	-11	-4	-6	1	-3	5	-8	4
35: CC(=O)Nc1ccc(N/C=C/C(=O)c2ccc(C)cc2)cc1
    -1	3	-1	6	-2	-7	1	8	-2
36: CCCCCCNC(=O)Cc1c(O)c2ccccc2[nH]c1=O
    -3	2	6	-6	11	-3	4	-4	-2
37: O=C(CN1CCN(Cc2ccccc2)CC1)NC(=O)NC1CCCCC1
    9	4	0	7	5	0	7	5	8
38: Cc1cccc(-c2nc3c(c(=O)c4ccccc4n3C)c(=O)n2-c2ccccc2)c1
    -1	-5	0	4	4	-2	2	-6	0
39: CCOc1ncccc1C(=O)Nc1nc(SC)ns1
    2	4	2	-1	1	3	6	-8	4
40: CCn1c(CCCc2ccc(OC)c(C)c2)n[nH]c1=S
    -4	12	-2	9	3	2	5	6	3
41: COC(=O)N/N=C/c1ccc([N+](=O)[O-])o1
    3	11	1	-17	-1	-3	13	-2	-2
42: Cc1cc2nc(-c3ccco3)cc(C(F)(F)F)n2n1
    6	3	5	-1	-4	-6	3	-1	1
43: Cc1onc(-c2ccccc2)c1C(=O)N1CCOC12CCN(c1cccc(F)n1)CC2
    -1	-4	2	-12	-3	-2	8	2	2
44: O=Cc1c(Cl)nc2ccccn12
    -6	12	-2	15	-2	4	8	-2	-3
45: O=C(CCNS(=O)(=O)c1ccccc1)OCc1nnc(-c2ccccc2)o1
    6	0	2	-5	2	-2	3	3	30*
46: O=C(CSCc1cccc(Cl)c1)Nc1ccccc1-c1ccccc1
    -3	-2	3	4	8	-5	13	2	5
47: CCOc1cccc2c1OC1(C)CC2NC(=O)N1c1cccc(Cl)c1 (configuration not stated)
    -1	-5	-3	9	6	0	5	7	5
48: CC1(C)CC(=O)C2=C(C1)N(c1ccc(F)cc1)C(=O)C2(O)C(F)(F)F (configuration not stated)
    1	-6	-3	-2	8	2	8	-7	2
49: COc1ccc(/C(C)=N/NC(=O)CNC(=O)c2ccco2)cc1
    -7	-1	-3	-4	2	-1	6	-7	3
50: CC(C)c1cccc(C(C)C)c1NC(=O)COC(=O)C1=COCCO1
    -2	1	-3	-10	6	1	6	-4	-1

# The results go on:
# Each structure is followed by: LYPLA2 inh	GSTO1 counter	LYPLA1 inh	PREPL inhibitor	PAFAH1B2 FP inh	PAD4 inh	PAFAH1B3 FP inh	PME-1 inh	pPAFAH FP inh
51: CCC(C)NC(=O)CCSc1ccc(C)cc1 (configuration not stated)
    3	-2	4	0	2	4	-1	-2	0
52: CN1/C(=C\C(=O)c2cccnc2Cl)C(C)(C)c2ccccc21
    -1	4	-2	-1	6	2	-5	-4	3
53: CN(C)S(=O)(=O)N1CCC(Oc2ccc(C(=O)N3C[C@H]4CC[C@H]3C4)cc2)CC1
    4	0	0	12	-9	1	12	-2	5
54: COCCCNC(=O)CC(=O)N/N=C\c1ccc(SC)cc1
    2	3	0	1	-1	-3	3	-7	5
55: CC(C)c1ccc(NC(=O)CSc2n[nH]c(=O)n2-c2ccc3c(c2)OCCO3)cc1
    2	-9	-7	2	nt	1	nt	0	3
56: COc1ccc(COC(=O)c2cccc(S(=O)(=O)N3CCN(C(C)=O)CC3)c2)cc1F
    2	-8	-2	7	0	-2	0	1	6
57: O=C(CCn1cncn1)N1CCCC(N2CCN(c3ccc(F)cc3)CC2)C1 (configuration not stated)
    4	-1	3	9	1	0	5	6	5
58: COc1ccccc1NS(=O)(=O)c1cccc(NS(=O)(=O)c2cc(C(=O)O)ccc2OC)c1
    nt	nt	nt	21	4	1	6	nt	0
59: CC(C)(C)NC(=O)CSc1nnc(-c2ccccn2)n1-c1ccccc1
    -5	-1	2	3	6	-2	12	3	-1
60: COc1ccc(C2C(=O)N(CCc3ccccc3)CC(=O)N2C2CCCC2)cc1 (configuration not stated)
    1	0	2	-13	6	0	4	5	0
61: COc1ccc(Br)cc1/C=C(\C(=O)O)c1ccc(S(=O)(=O)N2CCCC2)s1
    nt	nt	nt	15	1	-3	4	nt	4
62: COCCNC(=O)NC(=O)CN1CCCc2ccccc21
    -2	4	0	12	1	0	-7	-5	2
63: COc1ccc(C2SCCN2S(=O)(=O)c2ccc(NC(C)=O)cc2)cc1OC (configuration not stated)
    2	5	-1	6	2	-1	6	6	4
64: CCOc1ccc(C2C(C#N)=C(N)Oc3cc(C)n(Cc4ccco4)c(=O)c32)cc1OC (configuration not stated)
    -7	-3	-5	-4	4	0	0	1	-4
65: O=C(COC(=O)CCSc1ccccc1)Nc1ccccc1Br
    nt	nt	nt	-11	11	-1	6	nt	14
66: COc1cccc(CN2CCN(C3CSCCSC3)CC2CCO)c1 (configuration not stated)
    -10	5	-1	-9	0	0	9	2	4
67: CCN(C(=O)c1cc2cccc(OC)c2oc1=O)C1CCCCC1
    1	5	1	8	4	-2	-4	0	-1
68: Cc1cc(C)c2c(CC(=O)NCc3ccco3)coc2c1
    3	-15	5	18	-2	-5	0	2	3
69: COC(=O)[C@H](Cc1ccccc1)N(Cc1ccccc1)S(=O)(=O)N(Cc1ccccc1)[C@@H](Cc1ccccc1)C(=O)OC
    nt	nt	nt	2	4	5	3	nt	-1
70: C[N+]1(C)CCC(=C2c3ccccc3CC(=O)c3sccc32)CC1
    4	32	-1	10	5	-7	12	9	-2
71: COc1ccc(N2C(=O)CC(Cc3ccccc3)C2=O)cc1 (configuration not stated)
    12	3	1	6	4	-11	3	0	2
72: Cc1c(NC(=O)c2cc3c(s2)-c2ccccc2OC3)cccc1[N+](=O)[O-]
    -5	4	-1	6	-13	-5	-9	-8	-1
73: O=C(NCC(c1ccco1)N1CCN(c2ccccc2F)CC1)C(=O)NC1CCCCC1 (configuration not stated)
    1	5	-2	12	-1	0	0	2	-3
74: O=C(Nc1ccccn1)c1nc(-c2ccccc2)n(-c2ccccc2)n1
    -6	1	-3	-6	5	-3	2	3	3
75: CCN(C(=O)COC(=O)Cc1coc2cc(C)ccc12)c1c(N)n(Cc2ccccc2)c(=O)[nH]c1=O
    6	nt	2	2	10	-9	5	5	3
76: Cc1cc(=O)oc2cc(OCC(=O)NCc3ccccn3)ccc12
    -3	-1	1	-1	6	-3	2	-11	-4
77: O=C1O/C(=C/c2ccccc2)c2ccccc21
    5	4	-2	-31	4	-5	0	-7	-2
78: CC(=O)Nc1ccc(S(=O)(=O)N2CCC(N3CCCCC3)CC2)cc1
    6	-8	2	-2	5	-4	-10	-5	2
79: O=C(NC(=S)Nc1ccccn1)c1ccco1
    -9	-6	-11	5	-10	-1	3	2	-1
80: O=c1oc2c(CN3CCOCC3)c(O)ccc2c2c1CCCC2
    2	0	3	2	3	2	0	1	15
81: Cc1ccccc1NC(=O)c1cccc(S(=O)(=O)N2CCCCC2)c1
    2	6	2	-5	17	0	4	1	2
82: CS(=O)(=O)CCC(C(=O)OCC(=O)c1ccc(Cl)cc1)N1C(=O)c2ccccc2C1=O (configuration not stated)
    -4	19	0	20	9	-2	5	-4	0
